Assay outcomes (PubChem)
ABCB6 inh MLPCN – ABCB6 transporter inhibitors, primary screen, K562-ABCB6 cells, flow cytometry, MLPCN library; K562-ABCB6 porphyrin accumulation, 1 h; hits give low values; fluorescence ratio to DMSO, % at 10 µM; hit rate 0.19% among 360,000; ATP-binding cassette sub-family B member 6 (Homo sapiens), Q9NP58;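 active = fluorescence ratio to DMSO below 75%, the collection mean minus 3 SD; inconclusive = too few cells collected in the well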;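 also: signal is porphyrin accumulated inside mitochondria; 100% equals median channel fluorescence of DMSO control wells; lower ratio means ABCB6 inhibition with less porphyrin fluorescence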
Glyco luc inh – increase of ERlucT glycosylation luciferase signal, primary screen, N-linked glycosylation inhibitor project, D54 ERlucT cells, luminescence, set 2 | D54 ERlucT glycosylation luciferase reporter, 24 h; percent of 100 nM tunicamycin response | reporter increase, % at 12.5 µM | hit rate 0.23% among 360,000 | AID 588692, 2011;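 active = mean luciferase reporter signal, scaled so untreated is 0 and the glycosylation-blocking control 100, at or above a set limit in every replicate; inconclusive = mean reaches the limit but not every replicate does; inactive = mean below the limit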;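 also: luciferase carries N-glycosylation sites so blocking glycosylation raises the light; 0% = median of neutral control wells and 100% = median of 100 nM tunicamycin wells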
PDI turbidity – inhibitors of human PDI, primary screen, biochemical, turbidity, single point, plate reader. AID 588391, 2011. PDI insulin aggregation turbidity, A650, 90 min. inhibition, % at 10 µM. hit rate 0.052% among 350,000;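 active = mean inhibition across replicates of 30% or more, whatever share of single replicates reach that level; inconclusive = mean inhibition below 30% while every single replicate reaches 30%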;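 also: absorbance from insulin aggregation driven by PDI reduction with DTT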
Target sequence (P07237 whole entry, looked up): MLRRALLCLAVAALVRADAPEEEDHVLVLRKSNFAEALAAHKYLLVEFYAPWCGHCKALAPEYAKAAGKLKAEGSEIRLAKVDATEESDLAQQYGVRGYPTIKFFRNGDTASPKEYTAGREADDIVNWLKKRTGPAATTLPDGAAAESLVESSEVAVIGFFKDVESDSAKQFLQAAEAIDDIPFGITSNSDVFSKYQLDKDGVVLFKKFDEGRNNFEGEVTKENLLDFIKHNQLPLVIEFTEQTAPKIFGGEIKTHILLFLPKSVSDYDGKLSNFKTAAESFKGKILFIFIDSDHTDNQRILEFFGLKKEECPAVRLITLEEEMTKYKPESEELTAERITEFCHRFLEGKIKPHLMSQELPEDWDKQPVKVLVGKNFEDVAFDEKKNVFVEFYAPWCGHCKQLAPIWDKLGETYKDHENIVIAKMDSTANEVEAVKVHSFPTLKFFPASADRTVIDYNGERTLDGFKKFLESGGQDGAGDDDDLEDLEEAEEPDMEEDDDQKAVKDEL
CaV13 FRET inh – Primary screen for inhibitors of IQ motif and Ca2+-dependent inactivation inhibitor domain binding in CACNA1D, Förster resonance energy transfer in living cells, …; HEK cells, CFP/YFP FRET ICDI-IQ, plate reader, 10 min; percent FRET-ratio fall versus neutral wells; AID 743397; inhibition, % at 12.3 µM; hit rate 0.098% among 340,000;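 active = mean replicate inhibition of at least 30% and at least 1% of replicates passing that level; inconclusive = only one of the two criteria is met; inactive = neither criterion is met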;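 also: 0% = median of the neutral control wells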
m5-HT2A agonist – mouse Htr2a agonists via beta-arrestin recruitment, primary screen, cell-based, luminescence; 5-hydroxytryptamine receptor 2A (Mus musculus), P35363; CHO-K1 mHTR2A beta-arrestin complementation; percent of 30 µM serotonin response; activation, % at 7.6 µM; hit rate 0.66% among 360,000; AID 624169, 2012;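 active = activation above a run cutoff, the mean activation of all tested compounds plus 3 SD, cut at about 14% in these data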;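 also: 0% = plate median of compound wells and 100% = 30 µM serotonin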
Target sequence (P35363 whole entry, looked up): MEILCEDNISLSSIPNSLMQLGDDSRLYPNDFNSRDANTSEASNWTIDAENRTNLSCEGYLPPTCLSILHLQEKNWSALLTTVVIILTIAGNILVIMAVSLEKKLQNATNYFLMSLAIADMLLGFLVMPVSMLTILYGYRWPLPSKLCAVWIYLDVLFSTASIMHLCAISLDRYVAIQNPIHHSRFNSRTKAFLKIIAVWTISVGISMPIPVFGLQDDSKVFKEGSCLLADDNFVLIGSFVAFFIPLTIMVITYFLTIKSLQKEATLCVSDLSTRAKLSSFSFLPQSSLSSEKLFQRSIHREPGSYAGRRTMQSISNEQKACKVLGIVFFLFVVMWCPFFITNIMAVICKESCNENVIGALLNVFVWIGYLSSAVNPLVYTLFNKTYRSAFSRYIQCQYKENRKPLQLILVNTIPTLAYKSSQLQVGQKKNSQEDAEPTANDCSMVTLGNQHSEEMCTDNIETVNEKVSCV
Vif imaging – HIV Vif self-association inhibitors, primary screen, imaging, HEK293T, single point. HEK293T cells, Vif self-association by quenched fluorescence, 24 h. inhibition, % at 7.49 µM. hit rate 0.35% among 340,000. AID 602346, 2012; in the data active = inhibition above about 50%, passing the limit was not always enough; inconclusive = no clear call, values can overlap the other calls; inactive = below about 31%; also: some results filed as inactive read as strong as hits
Granule exo inh – LAMP-1 surface exposure blockers, TALL-104 cells – cell-based, flow cytometry, MLPCN library, primary screen; TALL-104 LAMP-1 surface exposure; cells stimulated with thapsigargin and PMA; inhibition, % at 10 µM; hit rate 0.66% among 360,000;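 active = inhibition above about 55%, limit read from the data; inconclusive = no clear call, values can overlap the other calls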
Cardio protect – cardioprotection against H2O2-induced cell death, primary screen, uHTS, H9c2 cells, ATPLite luminescence; H9c2 cardiomyocytes, H2O2 injury protection, 2 h; protection from H2O2 cell death, % at 20 µM; hit rate 0.63% among 360,000;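 active = compounds giving at least 50% protection of heart cells from peroxide-induced death in the single-dose screen, raw or plate-pattern-corrected value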;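 also: 0% = DMSO wells with peroxide and 100% = DMSO wells without peroxide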
hiPSC survival – enhancers of single-cell hiPSC survival, primary screen, ATPlite luminescence; survival enhancement, % at 20 µM; 100% = ROCK inhibitor wells, 0% = DMSO; hit rate 0.044% among 360,000; in the data active = survival enhancement above about 18%;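 also: cells exposed to compounds for 16 hours before the ATP read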
aDG glyco act – activators of alpha-DG glycosylation, primary screen, uHTS, Pro5-aDG cells, AlphaScreen; alpha-DG glycosylation AlphaScreen (IIH6); 0% Pro5, 100% B10-LARGE cell signal; activation, % at 10 µM; hit rate 0.22% among 360,000; AID 624168, 2012;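 active = activation of at least 8% versus controls, or a plate z-score of at least 8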;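 also: Pro5 are CHO cells carrying HIG-tagged alpha-DG that lacks glycosylation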
* hit, by the source's call; u = inconclusive; x = not tested or not shown.

#	structure	PDI turbidity	hiPSC survival	Vif imaging	m5-HT2A agonist	Cardio protect	ABCB6 inh MLPCN	Granule exo inh	CaV13 FRET inh	Glyco luc inh	aDG glyco act
1	CC(NC(=O)Cn1ncc(Cl)c(Cl)c1=O)C12CC3CC(CC(C3)C1)C2 (centres undefined)	14	-1.6	0	-7	-23	95	0	x	-10	-0.4
2	Cc1ccc2occ(/C=N/NC(=O)[C@@H](N)Cc3ccccc3)c(=O)c2c1	-6	-0.2	-2	-4	-4	107	34	-1	-7	0.0
3	Cc1cc(NC(=O)c2ccco2)c(=O)n(Cc2c(F)cccc2Cl)c1	-2	-0.6	-11	6	-3	96	3	-4	-1	0.0
4	CCOc1ccc(Nc2nc(N)c([N+](=O)[O-])c(NCc3ccccc3)n2)cc1	2	1.9	-3	0	-5	101	7	-5	-3	-0.4
5	O=C(Cc1ccc(S(=O)(=O)N2CCOCC2)s1)N1CCN(S(=O)(=O)c2ccccc2[N+](=O)[O-])CC1	8	0.2	2	6	-2	103	0	-5	3	0.1
6	O=C(COc1ccccc1)Nc1ccc2oc(=O)ccc2c1	11	0.3	-1	-1	1	106	-3	-7	3	-0.1
7	CCc1ccc(NC(=O)C(C)OC(=O)CCC(=O)c2cccs2)cc1 (centres undefined)	1	-0.5	6	-1	-2	101	7	-17	2	0.7
8	Cc1cccn2cc(CCNC(=O)c3ccc(Br)o3)nc12	x	0.8	-1	1	2	96	4	1	-2	0.1
9	CCOC(=O)c1ccc(NC(=O)c2cnccn2)cc1	-1	0.0	-1	1	-5	100	2	x	-1	-0.2
10	CCN(CC)c1nc(-c2ccccc2)ncc1S(=O)(=O)c1ccc(C)cc1	-2	-0.1	2	-10	-22	91	-1	-18	0	0.6
11	Cc1n[nH]c(C)c1NC(=O)CN1CCN(S(=O)(=O)c2ccc(C(F)(F)F)cc2)CC1	-3	1.3	-14	4	0	88	-7	-2	1	0.1
12	COCCCNC(=S)N(Cc1ccccc1)Cc1nc2ccccc2c(=O)[nH]1	14	-0.5	-15	-1	11	91	0	-5	0	0.0
13	CC(Oc1ccc(Cl)cc1)C(=O)Nc1ncccn1 (centres undefined)	0	2.4	4	-3	-4	96	2	-5	-2	-0.1
14	CCNC(=O)COc1ccc(F)cc1C(=O)c1cnn(-c2ccccc2)c1	-9	-0.6	2	-5	1	100	-9	-7	1	-0.1
15	CCOc1ccccc1NC(=O)C1CCCN(S(=O)(=O)c2cccc3nsnc23)C1 (centres undefined)	-1	1.3	-30	-4	-1	100	-3	-5	0	-0.2
16	Cc1ccc(CN2C(=O)c3ccccc3C2c2nnnn2-c2ccc3c(c2)OCCO3)cc1 (centres undefined)	x	0.1	x	0	x	97	-4	-7	x	0.1
17	Cc1noc(/C=C/NCc2cccnc2)c1S(=O)(=O)N(C)CC(=O)N1CCc2ccccc21	x	-2.1	-7	1	1	98	3	-4	2	0.3
18	CCOC(=O)[C@]12CCC=C1N(Cc1cccc3ccccc13)C(=O)[C@H](CC(=O)N1CCC(c3ccccc3)CC1)C2	x	0.8	x	-1	x	98	-1	-2	x	0.0
19	CCN(CC)C(=O)Cn1cc(C(=O)C(=O)N2CCN(C)CC2)c2ccccc21	-11	-0.1	-2	16*	1	95	1	-6	2	-0.2
20	CC(C)N1C(=O)C(=O)N(CC(=O)N2CCc3ccccc32)C1=O	-1	-0.5	-2	0	4	100	4	-6	0	0.3
21	CCOC(=O)Nc1ccc2c(c1)N(C(=O)C(C)N1CCCC1)c1ccccc1CC2 (centres undefined)	-4	0.0	10	10	-4	100	-4	x	-4	0.3
22	CCCn1cc(CN2CCc3ccc(NC(=O)C4CCCO4)cc3C2)c(C)n1 (centres undefined)	8	-0.2	1	-1	-2	85	1	-3	2	0.3
23	Cc1ccc(S(=O)(=O)N2CCOCC2)cc1C(=O)NC1=NCCS1	8	0.1	-2	-2	-1	100	-17	-5	0	-0.2
24	CC(C)c1nc2cc(C(=O)N3CCNC(=O)C3c3cccc(F)c3)ccc2o1 (centres undefined)	-6	-0.1	-1	2	3	100	13	-4	3	0.0
25	CC(=O)Nc1ccc(S(=O)(=O)N(C)S(=O)(=O)c2ccc(F)cc2)cc1	2	-1.6	u	-4	8	96	2	-4	0	-0.2
26	COc1ccc(S(=O)(=O)N2CCOC23CCN(C(=O)c2ccc(Cl)cc2Cl)CC3)cc1	9	-0.5	-2	-7	-3	97	-2	-3	2	3.2
27	CCOc1ccc(-n2c(SCC(=O)NCc3ccco3)nnc2-c2c[nH]c3ccccc23)cc1	x	0.2	0	9	10	99	3	-14	-3	0.2
28	COC(=O)c1ccc(COc2cccc3c2CCN(Cc2ccccc2)C3=O)o1	1	0.6	-8	0	-1	94	1	-5	-2	1.1
29	N#Cc1ccc(NC(=O)c2cc(-c3cccs3)on2)cc1	-1	-0.3	-4	1	-10	90	3	-3	-2	0.8
30	CSc1nnc(SCC(=O)NC(=O)c2ccccc2)s1	13	0.2	3	0	19	96	-4	-7	1	-0.1
31	O=C(O)CCn1cc(C2CC(c3ccccc3)=NN2c2ccccc2)c(-c2ccccc2)n1 (centres undefined)	1	0.0	2	1	-10	102	-3	0	2	0.6
32	CN(C)S(=O)(=O)c1ccc(NC(=O)COC(=O)c2ccccn2)cc1	-5	2.1	x	0	-10	102	-2	-5	3	0.0
33	Cc1c(C(=O)O)sc2nc(CSc3ncc(C(F)(F)F)cc3Cl)[nH]c(=O)c12	-7	-0.1	1	1	4	102	-2	-5	0	0.1
34	CC(=O)c1ccccc1NC(=O)CCCNC(=O)c1ccc(Cl)cc1	2	-0.3	18	-2	-3	101	20	-4	0	0.4
35	CC(=O)C1=C(O)C(=O)N(CCCn2ccnc2)C1c1ccc(Cl)cc1 (centres undefined)	-4	0.8	2	-7	-9	102	-3	-3	2	0.6
36	COc1ccc(CCNC(=O)CSc2n[nH]c(N)n2)cc1OC	-1	-0.3	-4	7	2	100	1	-4	1	-0.1
37	CC(=O)n1nc(-c2ccccc2)nc1NCc1cccs1	4	-0.9	-2	-3	-4	97	7	-6	-3	0.0
38	Cc1ccc(C(=O)COC(=O)c2ccccc2NC(=O)c2ccccc2)cc1[N+](=O)[O-]	-3	-0.2	-6	-1	-5	99	-2	-3	-2	0.4
39	CCCCCCCNC(=O)C1(CC2CC(c3cccc(Br)c3)=NO2)CCN(C(=O)c2ccccc2)CC1 (centres undefined)	0	-0.6	-1	-8	-5	99	6	-11	1	0.2
40	COc1ccc(/C=C/C(=O)Nc2ccc(C(N)=O)cc2)cc1OC	4	0.2	3	2	5	94	-6	-4	-3	-0.1
41	CN(c1ccccc1)S(=O)(=O)c1cccc(NC(=O)CSc2nnc(C3CC3)n2C)c1	3	0.2	-4	0	-8	100	1	-4	-1	-0.1
42	O=C(Cc1noc2ccccc12)Nc1ccccn1	0	-1.8	2	-1	-9	99	0	-3	0	-0.3
43	CCC1=NN(C(=O)Cc2ccc([N+](=O)[O-])cc2)C(O)(C(C)(C)C)C1 (centres undefined)	0	0.5	17	1	-4	96	14	-4	-1	0.0
44	CCOC(=O)C1=CCN(S(=O)(=O)c2ccccc2Br)C1c1ccc(Cl)c(Cl)c1 (centres undefined)	x	2.1	3	-1	-4	101	-9	-3	3	2.2
45	CN(CCc1ccccn1)C(=O)Nc1cc(Cl)cc(Cl)c1	3	0.4	-5	-4	0	100	-7	-5	0	0.1
46	O=C(Cc1ccc(Br)cc1)N1CCN(C(=O)c2ccccc2)CC1	1	-0.3	0	3	4	97	-1	-5	1	0.5
47	CC(c1ccco1)N(C(=O)c1cccc(S(=O)(=O)N(C)C)c1)c1ccccn1 (centres undefined)	6	-0.4	22	-1	4	93	-3	-18	-1	-0.1
48	CC(C)C(=O)N1CCN(c2ccccc2NC(=S)NC(=O)Cc2ccccc2)CC1	-7	-0.5	-5	0	45	96	5	x	-1	0.2
49	CCc1ccc(NC(=O)CSc2nnc(C3CC3)n2CC2CCCO2)cc1 (centres undefined)	-19	-0.3	-5	-1	-4	97	-2	-7	2	-0.1
50	Cc1ccnc(NC(=O)CN2C(=O)c3ccccc3C2=O)c1	2	-0.8	17	-3	2	101	0	-5	1	0.4
51	COc1cc(/C=N/NC(=O)c2cccnc2)ccc1OC(=O)c1cccc(Br)c1	3	1.3	x	7	27	103	0	x	x	-0.2
52	COc1ccc(-c2cc(C(F)(F)F)nc(SCCC(=O)Nc3cc(C)on3)n2)cc1	-3	-1.6	20	1	-10	105	6	x	2	0.1
53	CC1(C)C(c2ccccc2)=[N+]([O-])C2(CCCCC2=O)N1O (centres undefined)	-5	-2.5	-11	1	-2	100	-1	-6	2	0.1
54	NC(=O)CNC(=O)[C@@H]1CC2(CC(c3cccc([N+](=O)[O-])c3)=NO2)CN1C(=O)c1ccccc1 (some centres undefined)	8	0.5	-2	-2	-1	98	1	-10	3	0.1
55	O=C1CCCC(=NNC(=O)c2cc3ccccc3cc2O)C1	-1	-2.1	-1	-3	-11	109	0	x	-2	-0.3
56	Cc1cccc(CCNC(=O)c2oc3c(C)c(C)ccc3c2C)n1	7	2.3	-7	2	9	96	-4	-21	1	0.0
57	CSc1ccccc1C(=O)OCC(=O)NC1CCCCCCC1	3	1.6	-1	-2	-7	91	1	-11	0	-0.1
58	CCCCn1c(SCc2cccc([N+](=O)[O-])c2)nc2ccsc2c1=O	1	-1.3	6	1	1	95	-4	-5	-8	0.2
59	O=C(Nc1ccc(N2CCOCC2)c(Cl)c1)c1cc(F)c(F)cc1Cl	-6	1.5	1	3	-5	99	3	-3	-4	0.0
60	O=C(N/N=C/c1coc2ccc(Cl)cc2c1=O)c1cc(O)cc(O)c1	-5	0.1	-2	-2	-2	97	1	-3	-8	0.0
61	O=c1cc(C23CC4CC(CC(C4)C2)C3)[nH][nH]1	-3	1.7	-2	1	0	96	2	-8	1	0.4
62	CCOP(=O)(OCC)C(Nc1cccc([N+](=O)[O-])c1)c1ccc(OC)cc1 (centres undefined)	24	2.5	-2	1	1	96	2	-16	1	0.0
63	CCCCNC(=O)CCCn1c(=O)[nH]c2ccc(Br)cc2c1=O	-7	-0.8	15	14	-1	97	0	-4	1	2.3
